CCHF vOTU inh: CCHFV vOTU protease inhibitors, primary screen, biochemical, Pep-AMC substrate, fluorescence | actives 0.55% (n = 370,000) | Crimean-Congo hemorrhagic fever virus L polyprotein viral ovarian tumor (vOTU) protease … | AID 651958, 2012 | inhibition, % at 11.5 µM; in the data active = inhibition above about 30%; note: 0% = vehicle wells with enzyme and 100% = no enzyme wells
Anthrax LF prot: Bacillus anthracis LF protease inhibitors, primary screen, biochemical, multiplex microsphere, MLPCN library; AID 588501, 2011; multiplex microsphere protease cleavage assay; inhibition, % at 10 µM; actives 0.12% (n = 360,000); Lethal factor (Bacillus anthracis), P15917; note: plate controls were buffer without enzyme for full effect and enzyme alone for no effect
PfHsp40 rescue: rescue of yeast from PfHsp40 toxicity, primary screen, S. cerevisiae, ATP luminescence. growth rescue, % at 12.5 µM. actives 0.68% (n = 340,000). S. cerevisiae expressing PfHsp40, growth rescue. AID 504582, 2011; in the data active = growth rescue above about 28%, passing the limit was not always enough; inconclusive = no clear call, values can overlap the other calls;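 note: yeast W303a lacking pdr1 and pdr3 grown in galactose medium; growth measured after three days at 30 °C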
BoNT A protease: BoNT/A light chain protease inhibitors, primary screen, biochemical, flow cytometry, MLPCN library. Botulinum neurotoxin type A light chain protease (Clostridium botulinum A str. ATCC 3502). multiplex microsphere protease substrate cleavage. inhibition, % at 10 µM. actives 0.17% (n = 360,000); note: plate controls were buffer without enzyme for full effect and enzyme alone for no effect
Yp Topo-I inh: Yersinia pestis topoisomerase I inhibitors, primary screen, biochemical, cleavage product accumulation, plate reader, single point; DNA topoisomerase I (Yersinia pestis CO92); AID 504884, 2011; activity, % at 10 µM; actives 0.064% (n = 360,000); Y. pestis Topo-I cleavage product accumulation; in the data active = activity above about 50%, passing the limit was not always enough; inconclusive = no clear call, values can overlap the other calls; note: inactives centre near 2
BH1578 lux ind: inducers of Vibrio cholerae quorum light production without autoinducers, primary screen, BH1578 luxS cqsA deficient, single point | actives 0.16% (n = 350,000) | activation, % at 18.7 µM | V. cholerae BH1578 lux reporter, luminescence, 6 h; in the data active = activation mostly above about 9.7%, no sharp cut-off; inconclusive = no clear call, values can overlap the other calls; inactive = mostly below about 3.7%; note: not every result past the cut was called active; inactives centre near 0; reference of the scale not given here
SARS 3CLpro inh: SARS-CoV 3CLpro protease inhibitors, primary screen, biochemical, quenched FRET. Replicase polyprotein 1ab (Severe acute respiratory syndrome coronavirus), P0C6X7. recombinant SARS-CoV 3CLpro, quenched FRET peptide cleavage. inhibition, % at 6 µM. actives 0.14% (n = 290,000); in the data active = inhibition above about 12%
VHR inh abs: VHR1 phosphatase inhibitors, primary screen, biochemical, absorbance, uHTS; inhibition, % at 13.3 µM; recombinant VHR phosphatase, pNPP absorbance; Dual specificity protein phosphatase 3 (Homo sapiens), P51452; actives 0.52% (n = 290,000); in the data active = inhibition above about 50%; note: some compounds called inactive have numbers as strong as hits
TcdB GH inh: TcdB glycohydrolase inhibitors, primary screen, biochemical, single point, plate reader; inhibition, % at 9.99 µM; actives 0.24% (n = 350,000); AID 652162, 2013; Toxin B (Clostridioides difficile), P18177; TcdB glycohydrolase enzymatic assay; in the data active = inhibition above about 10%
Target sequence (P18177 whole entry, looked up): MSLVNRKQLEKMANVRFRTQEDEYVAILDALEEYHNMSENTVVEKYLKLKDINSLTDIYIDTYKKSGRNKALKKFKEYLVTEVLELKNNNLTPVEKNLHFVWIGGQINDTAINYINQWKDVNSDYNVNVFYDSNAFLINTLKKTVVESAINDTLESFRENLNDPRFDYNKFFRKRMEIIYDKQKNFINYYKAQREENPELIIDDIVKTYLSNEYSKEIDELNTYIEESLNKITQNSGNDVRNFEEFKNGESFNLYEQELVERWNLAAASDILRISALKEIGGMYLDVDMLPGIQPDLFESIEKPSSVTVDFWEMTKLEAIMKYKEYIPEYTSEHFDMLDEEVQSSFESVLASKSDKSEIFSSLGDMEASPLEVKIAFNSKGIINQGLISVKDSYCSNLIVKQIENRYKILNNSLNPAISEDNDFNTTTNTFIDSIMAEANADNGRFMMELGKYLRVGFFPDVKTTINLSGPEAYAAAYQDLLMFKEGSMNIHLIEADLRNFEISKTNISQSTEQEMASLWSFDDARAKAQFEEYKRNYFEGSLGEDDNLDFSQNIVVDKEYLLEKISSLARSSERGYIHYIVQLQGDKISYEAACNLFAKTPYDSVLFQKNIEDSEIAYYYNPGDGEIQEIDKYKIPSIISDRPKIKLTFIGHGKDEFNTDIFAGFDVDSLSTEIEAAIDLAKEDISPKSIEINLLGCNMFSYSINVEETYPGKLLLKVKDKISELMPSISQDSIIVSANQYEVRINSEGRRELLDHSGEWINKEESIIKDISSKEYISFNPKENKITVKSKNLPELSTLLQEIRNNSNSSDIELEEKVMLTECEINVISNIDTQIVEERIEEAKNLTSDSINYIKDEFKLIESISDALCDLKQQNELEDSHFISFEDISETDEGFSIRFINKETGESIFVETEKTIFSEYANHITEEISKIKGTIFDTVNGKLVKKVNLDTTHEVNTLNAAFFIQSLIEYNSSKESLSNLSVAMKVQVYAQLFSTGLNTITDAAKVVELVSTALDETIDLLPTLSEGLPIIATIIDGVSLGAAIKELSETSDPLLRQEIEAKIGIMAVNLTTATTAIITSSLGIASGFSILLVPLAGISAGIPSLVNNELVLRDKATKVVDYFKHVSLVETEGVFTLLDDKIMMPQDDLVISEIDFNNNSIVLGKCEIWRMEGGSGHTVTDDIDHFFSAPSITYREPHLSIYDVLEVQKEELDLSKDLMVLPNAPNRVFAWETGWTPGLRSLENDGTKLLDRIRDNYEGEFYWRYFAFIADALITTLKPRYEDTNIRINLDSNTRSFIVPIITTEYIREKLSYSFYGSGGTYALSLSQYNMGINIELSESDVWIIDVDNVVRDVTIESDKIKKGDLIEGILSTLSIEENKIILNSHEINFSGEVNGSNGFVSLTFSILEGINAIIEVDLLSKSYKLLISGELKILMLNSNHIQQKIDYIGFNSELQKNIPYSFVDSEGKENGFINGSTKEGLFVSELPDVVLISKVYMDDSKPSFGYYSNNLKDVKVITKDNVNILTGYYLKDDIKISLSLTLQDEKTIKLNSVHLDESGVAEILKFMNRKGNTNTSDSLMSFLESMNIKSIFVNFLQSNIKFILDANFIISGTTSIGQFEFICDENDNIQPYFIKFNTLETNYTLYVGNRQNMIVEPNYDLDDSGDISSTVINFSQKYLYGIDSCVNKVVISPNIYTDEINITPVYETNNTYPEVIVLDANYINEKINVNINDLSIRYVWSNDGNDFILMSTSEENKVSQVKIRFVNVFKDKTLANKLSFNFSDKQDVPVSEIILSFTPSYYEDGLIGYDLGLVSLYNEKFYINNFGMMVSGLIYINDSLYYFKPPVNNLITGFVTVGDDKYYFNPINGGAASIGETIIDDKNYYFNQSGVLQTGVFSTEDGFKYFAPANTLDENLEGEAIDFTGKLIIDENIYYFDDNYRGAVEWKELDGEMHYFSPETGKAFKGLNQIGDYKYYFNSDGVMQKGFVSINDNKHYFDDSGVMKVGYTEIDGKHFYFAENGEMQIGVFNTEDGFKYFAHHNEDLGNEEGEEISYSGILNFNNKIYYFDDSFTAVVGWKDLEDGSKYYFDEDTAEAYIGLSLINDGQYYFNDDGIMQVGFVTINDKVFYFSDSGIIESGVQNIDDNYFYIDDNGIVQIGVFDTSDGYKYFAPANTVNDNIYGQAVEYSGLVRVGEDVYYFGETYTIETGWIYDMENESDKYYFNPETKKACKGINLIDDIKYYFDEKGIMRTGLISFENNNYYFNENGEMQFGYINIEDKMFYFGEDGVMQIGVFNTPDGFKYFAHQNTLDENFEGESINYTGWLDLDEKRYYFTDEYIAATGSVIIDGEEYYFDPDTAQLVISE
PriA SSB inh: inhibitors of Klebsiella pneumoniae PriA binding to SSB C-terminal tail, primary screen, biochemical, AlphaScreen; actives 0.6% (n = 430,000); inhibition, % at 33 µM; AlphaScreen SSBct-PriA binding, biotinylated peptide; in the data active = inhibition mostly above about 37%, no sharp cut-off; inactive = mostly below about 20%;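 note: plate controls were negative control peptide for no effect and reference peptide for full effect; strong numbers were not always called active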
Numbers without * were called inactive; i = inactive; ? = inconclusive; / = not tested or not shown; & = joins results of further samples. Cut-off read from the data, not from the text of the source, unless noted: active = inhibition above about 30%; inconclusive = no clear call, values can overlap the other calls; inactive = below that.

SMILES	CCHF vOTU inh	Anthrax LF prot	PfHsp40 rescue	BoNT A protease	Yp Topo-I inh	BH1578 lux ind	SARS 3CLpro inh	VHR inh abs	TcdB GH inh	PriA SSB inh
CC/C=C/C(=O)N1CC2(CC(c3cccc(NC(=O)COc4ccc(Cl)cc4)c3)=NO2)C[C@H]1C(N)=O (stereo not given in full)	18	-4	1.4	-0.3	13	-1.0	/	22	-3.3	-1
O=C(CCCN1C(=O)/C(=C/c2ccccc2Cl)SC1=S)NNC(=O)c1ccc(Cl)cc1Cl	7	-3	6.6	-0.3	-5	-0.1	1	0	0.7	4
Cc1ccc2nc(SCC(=O)OCc3ccccc3)nc(=O)n2c1	-1	-3	-1.3	2.5	0	0.8	/	/	-2.0	2&13
CN1CCN(C(=O)c2ccccc2-c2nc(-c3ccccc3)no2)CC1	6	0	0.0	-0.9	10	-3.6	2	17	/	4
Cc1csc(NC(=O)c2c(-c3c(Cl)cccc3Cl)noc2C)n1	-16	-8	-0.1	-1.1	6	i	5	31	/	-23
O=C(COc1ccccc1[N+](=O)[O-])N(Cc1ccccc1)c1ccccn1	2	-1	-0.8	-0.1	6	-0.2	-3	14	1.9	-1
COc1cc(/C=C2\C(=N)N3N=C(S(C)(=O)=O)SC3=NC2=O)cc(OC)c1OCCOc1cccc(C)c1	-2	13	-0.2	-0.7	11	-8.3	3	7	-2.0	15
CC1(OC(=O)CCc2ccccc2)C(=O)C=C2C=C(c3ccc(C#N)cc3)N(Cc3ccccc3)C=C2C1=O (stereo not given)	5	3	-1.5	5.9	-5	i	/	7	0.9	7
CCOc1ccc(C(=O)O)cc1OC	8	0	0.1	0.4	3	i	3	23	/	-6
CC1CCC2C(=O)N(c3ccc(C(=O)Oc4cccc5cccnc45)cc3)C(=O)C2C1 (stereo not given)	3	-1	5.4	-2.6	3	i	-1	-22	/	22
COc1ccccc1S(=O)(=O)N(C)C[C@H]1OCc2cnnn2CCCC(=O)N([C@H](C)CO)C[C@@H]1C	-15	-2	/	-1.0	4	1.1	/	/	1.8&-0.5	/
Cc1cccc(C(=O)NCCC(=O)Nc2ccc(C)c(F)c2)c1	4	-6	-0.1	0.1	0	i	-3	-8	-0.3	-11
O=C(CN1C(=O)NC2(CCCC2)C1=O)Nc1cc(C(F)(F)F)ccc1N1CCCCC1	12	-3	0.6	-0.8	-1	0.8	/	/	-0.9	-2
Cc1ccc(N(CC(O)CN2CCCCC2)S(=O)(=O)c2ccccc2)cc1 (stereo not given)	-7	5	-0.2	0.4	1	-0.3	-6	-25	1.9	2
CCC(=O)c1ccc(OCC(=O)OCC(=O)Nc2cccc(S(=O)(=O)N3CCOCC3)c2)cc1	-8	0	0.0	-0.8	0	i	/	/	-3.2	-12
CCC(CO)Oc1cc(NCc2ccc(C)c(C)c2)c2ncn(C(C)C)c2c1 (stereo not given)	12	-2	0.1	-0.4	5	i	/	/	0.2	36
CN1CCN(C2=Cc3cc(Cl)ccc3Sc3cc(F)ccc32)CC1	7	-6	0.5	-0.6	-27	i	0	-1	/	42
COc1ccccc1CNc1nc(NCc2ccccc2F)c2sccc2n1	/	2	/	-0.5	7	-4.5	/	/	/	/
COc1cc2c(cc1OC)C1=C(C#N)CC/C(=N\S(=O)(=O)c3cccc(Cl)c3)N1CC2	-2	1	0.4	2.6	5	i	2	19	/	/
COCCCn1cnnc1SCC(=O)Nc1ccc(S(=O)(=O)N2CCCC2)cc1	2	1	0.0	0.2	-2	i	2	27	/	-6
CCCn1c2c(c(O)c(C(=O)Nc3nc4ccccc4s3)c1=O)CCCC2	-3	-1	-0.4	-0.6	-9	-0.9	-3	22	/	-21
COc1ccc(N2C(=O)CC(N(Cc3ccc(S(N)(=O)=O)cc3)C(C)=O)C2=O)cc1 (stereo not given)	-4	3	-2.5	0.8	-1	-1.0	3	-12	/	-2
O=C(Nc1ccc(S(=O)(=O)Nc2ccccn2)cc1)c1cccc([N+](=O)[O-])c1	2	-3	1.6	-0.1	0	/	2	24	1.7	-15
CC12CN3CC(C)(CN(C1)C3c1cccs1)C2 (stereo not given)	7	3	0.1	-0.3	3	-0.3	7	13	/	-2
Cc1nn(CC2CCCCC2)c(N)c1-c1ccccc1	6	-8	-0.8	-0.7	-6	-1.0	1	-9	/	10
COC(=O)c1ccc2nc(C3CCCCC3)c(CC(C)(C)C)n2c1	22	0	/	0.1	/	/	/	/	0.4	/
COc1ccc2ccccc2c1CNCc1ccccn1	-7	-2	-1.5	?	-3	i	-3	16	/	19
CC(=O)Nc1ccc(S(=O)(=O)c2ccc([N+](=O)[O-])cc2)cc1	9	4	-1.1	1.9	-1	-5.6	-6	23	0.5	0
CCCOc1cccc(C(=O)Nc2cccnc2)c1	-12	-2	-0.4	-0.1	0	i	1	12	/	0
O=C(COc1ccc(F)c(Cl)c1)N1CCN(c2ccccn2)CC1	-10	-1	0.1	-2.2	3	-2.9	-1	26	1.3	-23

Overlap with the part before: 3 entries, then new ones.
SMILES	CCHF vOTU inh	Anthrax LF prot	PfHsp40 rescue	BoNT A protease	Yp Topo-I inh	BH1578 lux ind	SARS 3CLpro inh	VHR inh abs	TcdB GH inh	PriA SSB inh
CC(=O)Nc1ccc(S(=O)(=O)c2ccc([N+](=O)[O-])cc2)cc1	9	4	-1.1	1.9	-1	-5.6	-6	23	0.5	0
CCCOc1cccc(C(=O)Nc2cccnc2)c1	-12	-2	-0.4	-0.1	0	i	1	12	/	0
O=C(COc1ccc(F)c(Cl)c1)N1CCN(c2ccccn2)CC1	-10	-1	0.1	-2.2	3	-2.9	-1	26	1.3	-23
CC1(C)CC(=O)C=C(c2cccs2)C1	-1	4	-0.4	-0.3	3	i	/	/	0.1	-7
Cc1ccc(Nc2nc(-c3sc(NC(=O)c4ccco4)nc3C)cs2)cc1	2	-2	-1.5	0.1	-21	-10	5	7	0.6	2
O=C(c1ccc(CS(=O)Cc2ccc(Cl)cc2)o1)N1CCN(c2cccc(Cl)c2)CC1 (stereo not given)	7	-1	3.6	-1.9	45	-0.3	8	-13	2.0	8
Cn1c(N)c(C(=O)N2CCN(c3ccccc3)CC2)c(=O)n(C)c1=O	-6	-9	/	-0.6	-7	-0.3	/	/	0.4	/
O=C(O)c1ccccc1-c1ccccc1C(=O)Nc1cccc2ccccc12	-24	16	0.1	2.6	6	-0.5	1	29	/	-13
O=C1CC(Nc2ccc(N3CCOCC3)cc2)C(=O)N1c1ccccc1F (stereo not given)	9	-12	1.1	-1.8	-12	-0.3	2	-3	-8.6	19
COc1ccc(OC)c2[nH]c(=O)c(CCNC(=O)C3CCCCC3)cc12	3	1	0.7	-0.5	-4	i	2	4	/	-11
COc1cccc(NC(=O)Cn2cc(C#N)c3ccccc32)c1	8	-12	-1.0	0.6	-2	6.2	2	13	/	-11
O=C(NNC(=O)c1cncc(Br)c1)c1ccncc1	-6	0	-1.1	-3.4	-2	-0.3	/	/	-0.3	-8
COc1ccc2nc(-c3cccc(N)c3)[nH]c2c1	-64	-1	-0.2	1.3	-8	0.6	-5	4	/	6
CCCCCCC(=O)OCC(=O)c1ccc2c(c1)NC(=O)CO2	8	-5	-0.6	-0.5	3	-0.3	4	18	1.7	5
O=C(CCC(=O)Nc1ccccc1Cl)NN=C1CCCC1	1	2	0.6	-6.4	-2	-0.2	-1	6	-0.9	-9
Cc1nn(-c2ccccc2)cc1/C=N/NC(=O)c1cccs1	-5	2	0.6	-1.2	3	i	-6	-16	1.3	i
O=C(CNC(=S)N(Cc1ccccc1F)C1CCCCC1)NCCCN1CCOCC1	-6	-2	-1.3	-0.3	-3	-2.8	3	-6	-0.2	-3
CC(C)(C)N1C(=O)[C@H]2[C@@H](c3ccc(Br)cc3)N3C(=O)N(c4ccc(Br)cc4)C(=O)[C@@]3(Cc3ccccc3)[C@H]2C1=O	/	2	-1.0	-0.3	-4	1.2	1	-10	-6.3	-8
O=C(c1ccc(Cn2c(=S)[nH]c3ccc(Br)cc3c2=O)cc1)N1CCN(C2CCCCC2)CC1	1	-6	0.8	-0.2	24	-0.3	-2	12	/	-5
CCN(CC)S(=O)(=O)c1ccc(NC(=O)COC(=O)CCc2cc(OC)c(OC)c(OC)c2)cc1	20	0	-0.3	0.7	22	-0.4	-4	34	/	1
O=C(/C=C/c1cccs1)N1CCc2ccccc21	5	0	-0.9	-0.4	3	i	0	-10	1.8	-9
Cc1ccccc1CN(C)C(=O)COC(=O)c1ccc2[nH]c(C)c(C)c2c1	10	-8	1.3	-0.5	10	i	/	/	-0.8	-14
CCCCCCn1c(C(C)NC(=O)c2ccco2)nc2ccccc21 (stereo not given)	7	-1	0.0	-0.2	18	-0.5	2	54*	/	-7
COCCNC(=O)c1cccc2c(-c3cnn(C)c3)coc12	8	1	/	0.3	-4	-0.4	/	/	0.6	/
CC(=O)Nc1ccc2c(c1)NC(=O)CC2	-2	2	-0.9	-0.8	1	-0.2	3	20	1.7	-5
C=CCn1c(=N)n(CC(=O)O)c2ccccc21	2	-1	-0.9	0.3	4	-0.7	3	36	/	-16
CN(C)c1cc(N/N=C\c2ccccc2)nc(N(C)C)n1	14	2	-0.4	0.2	-7	i	-5	20	1.0	/
Clc1ccc(CN2CCCCCCC2)cc1	2	-2	0.7	1.5	-3	-0.4	-4	6	-8.3	7
COC(=O)c1cnn(-c2cc(Oc3cccc(C)c3)ncn2)c1N	-1	-2	-2.5	0.6	24	i	2	44	/	-15
O=C(CN(Cc1cccs1)C(=O)CNS(=O)(=O)c1ccc(Cl)cc1)NCc1ccco1	-1	-2	-0.3	?	8	1.4	0	-28	/	2
CCc1noc(C)c1C(=O)Nc1nc2c(C)cccc2s1	5	-1	-1.0	2.6	6	i	/	/	-1.4	-13
O=C(COC(=O)CCc1c[nH]c2ccccc12)Nc1ccc([N+](=O)[O-])cc1	-11	0	0.7	-2.5	1	-0.1	8	-2	/	9
Cc1ccc(S(=O)(=O)N(C)c2ccc(C(=O)N3CCC(C(N)=O)CC3)cc2)cc1	5	-2	0.2	-0.4	-7	-0.2	0	-13	/	-3
CCCn1c(NC(=O)CCNC(=O)c2ccccc2Cl)nc2ccccc21	-10	-1	-0.1	1.6	13	i	/	/	-0.9	-9
CCc1ccc2[nH]c(=O)c(CN(Cc3ccccc3)C(=O)Nc3ccccc3OC)cc2c1	-6	-6	-1.0	1.0	10	-0.7	3	13	/	-3
COCCN1CCN(Cc2cn[nH]c2-c2cc3ccccc3o2)CC1	14	0	-0.9	0.0	-7	-0.3	2	-1	1.4	3
O=C(COc1ccccc1Cl)NCCCNC(=O)c1ccccn1	-9	-18	2.1	0.4	2	i	-3	7	-0.4	-5
O=C(CCC(=O)c1cccs1)OCC(=O)N1CCN(S(=O)(=O)c2ccccc2)CC1	15	-5	0.8	-0.1	6	i	-5	-5	/	-8

Screening results deposited in PubChem BioAssay by several laboratories.

This is a subset, so the mix of outcomes need not match the whole.
